Screens deposited in PubChem BioAssay by several laboratories.
Tb hexokinase: Trypanosoma brucei hexokinase 1 inhibitors, primary screen, biochemical, G6PDH-coupled NADH absorbance, MLSCN library; recombinant TbHK1, G6PDH-coupled NADH A340; actives 0.11% (n = 220,000); inhibition, % at 10 µM; AID 1430, 2008; hexokinase 1 [Trypanosoma brucei];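 active means inhibition of 50% or more in the single-dose primary screen; inactive means inhibition below 50%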
CHOP inhibitor: inhibitors of CHOP promoter induction, primary screen, cell-based, unfolded protein response, luciferase reporter; CHO-K1 CHOP-promoter luciferase, tunicamycin-induced, 15-18 h; inhibition, % at 10 µM; actives 3.8% (n = 220,000); AID 2732, 2010;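 active means compounds that reduced the stress-induced luciferase reporter signal by more than about 70% of percent inhibition, limit read from the data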;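 further: 0% = tunicamycin plus vehicle and 100% = wells without tunicamycin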
FXIa inh 1536: human FXIa protease inhibitors, primary screen, biochemical, 1536-well. Coagulation factor XI (Homo sapiens), P03951. purified FXIa, Boc-Glu-Ala-Arg-AMC fluorogenic substrate. inhibition, % at 5 µM. actives 0.14% (n = 220,000);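 active means inhibition of at least 40%; inactive means inhibition below 40%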;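 further: fluorescence of freed AMC excited at 355 nm; 0% = enzyme without compound and 100% = no enzyme blank; many of its hits are not listed in these tables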
Target sequence (P03951 19-387 limits assumed): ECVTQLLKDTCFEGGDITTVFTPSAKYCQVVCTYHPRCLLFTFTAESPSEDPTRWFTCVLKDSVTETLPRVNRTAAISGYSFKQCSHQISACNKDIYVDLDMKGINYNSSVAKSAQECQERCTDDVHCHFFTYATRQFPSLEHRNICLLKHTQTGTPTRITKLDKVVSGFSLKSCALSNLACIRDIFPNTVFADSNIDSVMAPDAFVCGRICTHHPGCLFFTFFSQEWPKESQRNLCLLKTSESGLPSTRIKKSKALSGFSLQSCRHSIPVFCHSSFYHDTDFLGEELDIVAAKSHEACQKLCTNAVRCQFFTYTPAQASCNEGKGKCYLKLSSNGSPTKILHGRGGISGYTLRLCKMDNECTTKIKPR
Target sequence (P03951 388-625 limits assumed): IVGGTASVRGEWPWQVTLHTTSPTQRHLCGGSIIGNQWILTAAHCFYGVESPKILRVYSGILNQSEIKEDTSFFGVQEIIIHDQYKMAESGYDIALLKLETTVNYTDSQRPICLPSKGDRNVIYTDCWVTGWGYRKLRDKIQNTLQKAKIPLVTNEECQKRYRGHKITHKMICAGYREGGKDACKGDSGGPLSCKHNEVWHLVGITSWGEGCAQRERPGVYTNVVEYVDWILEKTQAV
L929 necroptosis: inhibitors of zVAD-triggered necroptosis, primary screen, L929 cells; actives 0.38% (n = 220,000); AID 1377, 2008; viability rescue, % at 10 µM; L929 zVAD necroptosis rescue, ATP luminescence, 24 h; with zVAD 60 µM;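 active means activation, scaled between plate controls, above about 75%, limit read from the data; inactive means activation under that limit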;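 further: 0% = zVAD with DMSO and 100% = DMSO alone without zVAD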
PPC-1+TRAIL kill: compounds killing PPC-1 cancer cells with TRAIL present, primary screen, TRAIL potentiator project, ATPLite luminescence, uHTS; PPC-1 cells + TRAIL, ATPLite viability luminescence; actives 0.41% (n = 220,000); cell killing (% activity), % at 4 µM;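 active means cell killing above 50% in the first pass at 4 µM, then a duplicate retest at 5 µM averaging 50% or more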;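 further: plate controls were cells with TRAIL plus DMSO for no effect and medium-only wells lacking cells for full effect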
FXIIa inh: human FXIIa protease inhibitors, primary screen, biochemical, 1536-well. Coagulation factor XII (Homo sapiens), P00748. purified FXIIa, Boc-QGR-AMC fluorogenic substrate, 2 h. inhibition, % at 5 µM. actives 0.3% (n = 220,000). AID 800, 2007; in the data active means inhibition above about 40%;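 further: 0% = enzyme with no compound and 100% = blank without enzyme; many of its hits are not listed in these tables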
TNF death inh: inhibitors of TNF-alpha triggered necroptosis, primary screen, cell-based, Jurkat FADD-/-, single concentration. Jurkat FADD-/- TNF necroptosis rescue, ATP luminescence, 24 h; 0 = TNF only, 100 = no-TNF cells. AID 463075, 2010. activation (protection from cell death), % at 10 µM. actives 0.068% (n = 220,000);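 active means activation, meaning protection from cell death, of at least 50% relative to plate controls; inactive means activation below 50%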;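 further: necroptosis triggered by 40 ng/mL TNF-alpha added together with compound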
Wee1 stabilizer: Wee1 degradation inhibitors, primary screen, cell-based, HeLa, Wee1K328M-luciferase, luminescence. Wee1-like protein kinase (Homo sapiens), P30291. HeLa Luc-Wee1K328M stability; 100% = proteasome inhibitor MG132 effect. reporter increase, % at 5 µM. actives 1.2% (n = 220,000). AID 1321, 2008;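 active means activation above the mean of all tested compounds plus 3 SD, set per screening run, cut at about 8.8% in these data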;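 further: cells exposed to compound for 20 h before luminescence read; 0% = DMSO alone and 100% = MG132 at 30 µM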
EP2 antag: human EP2 receptor antagonists, primary screen, TR-FRET cAMP, C6 glioma cells; Prostaglandin E2 receptor EP2 subtype (Homo sapiens), P43116; C6 glioma cells expressing human EP2; cells stimulated with saturating PGE2; inhibition, % at 25 µM; actives 0.52% (n = 260,000); AID 1422, 2008;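 active means percent inhibition above 40 after rounding to a whole number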;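 further: rat C6 glioma host cells with rolipram phosphodiesterase inhibitor present; the protocol text gives 20 µM as final concentration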
Target sequence (P43116 whole entry, looked up): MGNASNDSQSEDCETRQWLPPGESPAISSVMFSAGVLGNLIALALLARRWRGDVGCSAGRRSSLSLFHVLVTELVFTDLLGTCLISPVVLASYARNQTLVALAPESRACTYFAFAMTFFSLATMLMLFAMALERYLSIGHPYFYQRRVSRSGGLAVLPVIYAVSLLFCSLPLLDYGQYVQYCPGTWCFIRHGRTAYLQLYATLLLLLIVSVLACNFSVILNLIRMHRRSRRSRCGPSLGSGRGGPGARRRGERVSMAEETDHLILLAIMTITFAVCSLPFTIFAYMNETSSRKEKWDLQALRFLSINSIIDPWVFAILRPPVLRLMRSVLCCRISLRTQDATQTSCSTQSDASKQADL
Numbers without * were called inactive; · = no result given; & = joins results of further samples; [ ] = another dose, or the depositor's remark. Some of the compounds tested (hit frequency here may not be typical).

SMILES	Tb hexokinase	CHOP inhibitor	FXIa inh 1536	L929 necroptosis	PPC-1+TRAIL kill	FXIIa inh	TNF death inh	Wee1 stabilizer	EP2 antag
O=C(NC1CC1)c1sccc1-n1cccc1	2	12	-2	0.1	30	12	1.2	-2	9
COc1ccc2nc(C(F)(F)C(F)(F)F)c(C#N)c(N)c2c1	-1	81*	2	0.5	-22	9	6.6	0	20
O=C(c1ccccc1)c1ccc(OC(=O)N2CCOCC2)cc1	3	-43	7	0.1	11	20	-3.4	5	6
Cc1cccc(NC(=O)CN(c2ccc(C(C)C)cc2)S(=O)(=O)c2c(C)nn(C)c2C)n1	-25	38	-3	-0.2	12	13	-0.5	-2	7
COc1ccc(-c2ccc(SC)nn2)cc1	-9	43	-3	-1.4	77*[5 µM]	3	-5.7	1	5
O=C(NCc1ccccc1)C(c1ccc(F)cc1)N(Cc1cccs1)C(=O)c1cnccn1 (stereo not given)	-2	13	2	0.6	19	9	-2.2	-3	11
C=CCNC(=O)C(=O)NCC1CCCN1CC (stereo not given)	-2	8	-1	7.7	-3	7	-0.2	4	10
Cc1nnc(SCc2ccc3c(c2)OCO3)s1	21	19	5	1.6	-14	9	16	-2	11
O=C(c1ccc(-c2ccccc2)cc1)N1CCC(C(=O)N2CCCC2)CC1	-7	7	-2	-1.3	10	16	-5.2	1	13
CCOC(=O)C1CCN(C(=O)c2ccccc2N(C)S(=O)(=O)c2ccccc2)CC1	33	-7	2	0.1	6	11	0.7	-3	9
O=C(CNC1CC1)Nc1cc(C(F)(F)F)ccc1Cl	-4	-8	3	0.1	-16	5	-0.3	-1	8
Cc1cccc(OCc2nnc(SCc3cc(=O)[nH]c4ccccc34)n2-c2ccccc2)c1	11	39	4	-0.8	12	7	0.9	0	6
CCN1/C(=C\c2ccc3ccccc3[n+]2CC)Sc2cc(C)ccc21	11	88*	2	14	35	20	-12	-5	88*
C=CCn1c(SCC(N)=O)nnc1-c1cccc(Br)c1	-1	22	1	0.4	9	4	-2.6	-4	11
O=C(NCCc1cccc(Cl)c1)c1ccc(Cl)c([N+](=O)[O-])c1	1	32	9	-0.4	6	5	2.2	-1	10
Cc1ccc2nc(-c3ccc(N4C(=O)CC(N5CCN(CCO)CC5)C4=O)cc3)sc2c1 (stereo not given)	-38	-25	-2	0.3	48	0	4.1	7	6
Cc1nc(N)sc1-c1csc(Nc2ccc(Cl)cn2)n1	-5	22	5	0.6	24	12	-6.1	-1	15
C/C(CC(=O)Nc1ccc(Cl)cc1C(F)(F)F)=N\NC(N)=S	5	13	-4	-0.1	5	3	-2.0	-2	5
CC(=O)Nc1cccc(NC(=O)CSc2nc3ccccc3o2)c1	-4	-31	7	0.9	13	8	0.0	-3	8
O=C(O)CCCCCNC(=O)c1cccc(Br)c1	-4	2	0	-0.1	-9	13	-1.5	-3	4
C/C(=N\NC(=O)c1ccc(Cl)cc1)c1ccc(Br)s1	-4	-55	3	0.0	4	6	-1.9	0	1
CC1(C)Cc2c(C#N)c(OCC(=O)c3ccc(Cl)cc3)nc(-c3ccoc3)c2CO1	5	18	-5	0.2	23	4	2.5	0	12
COc1ccc(NC(=O)CN(C)S(=O)(=O)c2cccc3cccnc23)cc1	-8	39	-1	0.8	9	14	-1.6	-3	18
CCCNC(=O)c1nc(C)n(-c2cc(Cl)cc(Cl)c2)n1	0	10	-2	2.7	13	·	0.9	1	8
CCOC(=O)Nc1ccc(S(=O)(=O)N2CCC(C)CC2)cc1	-1	5	-4	3.7	-11	4	0.8	2	9
Going on with the list.
SMILES	Tb hexokinase	CHOP inhibitor	FXIa inh 1536	L929 necroptosis	PPC-1+TRAIL kill	FXIIa inh	TNF death inh	Wee1 stabilizer	EP2 antag
COc1nc(-c2ccccc2)nc(C)c1CC(=O)O	-1	32	-3	13	-11	4	-0.9	2	5
O=C(CN1C(=O)C2(OCCO2)c2ccccc21)c1ccc(Cl)cc1	-2	-5	2	0.6	21	3	1.1	-2	8
COc1cccc(-c2csc(N3CCN(C(=O)Nc4ccccc4OC)CC3)n2)c1	-5	6	5	-0.1	6	16	1.3	4	11
O=C(Nc1ccc(-n2cnnn2)cc1)C1CCCCC1	-9	7	-8	-0.3	29	2	1.9	-1	6
Cc1cccc(/C(N)=N/OC(=O)N2CCOCC2)c1	-1	13	6	2.0	23	12	-7.4	-1	10
COCc1nnc(NC(=O)c2ccc(NC(C)=O)cc2)s1	-11	4	6	0.0	-11	21	-0.9	0	5
C(=N\Nc1nc2ccccc2[nH]1)/C1CCCCC1	-1	20	5	2.4	20	6	-3.3	-1	8
COc1ccc(-n2c(Cn3nnc4ccccc43)nnc2SCC(=O)O)cc1	-5	12	8	0.2	6	16	-3.4	0	6&6
CCN(CC)S(=O)(=O)c1cccc(NC(=O)COc2ccc(F)cc2Br)c1	0	-15	5	0.6	·	-4	-0.4	-5	6
COc1cc(C)c(NC(=O)C(=S)N2CCCC2)cc1C	-2	8	-4	1.5	12	9	1.6	-2	7
CN(C)NC(=O)C12CCC(C)(C(=O)O1)C2(C)C (stereo not given)	0	-8	-5	11	9	8	0.0	3	7
O=C(Nc1ccn(Cc2c(F)c(F)cc(F)c2F)n1)c1ccc(COc2cc(Cl)ccc2Cl)o1	-1	46	12	-0.1	11	24	3.0	-1	11
O=C(Nc1cccn(Cc2c(Cl)cccc2Cl)c1=O)c1ccc(Cl)cc1	0	55	2	0.4	10	8	-17	1	4
CC1=C(C(=O)Nc2ccccc2C)C(c2ccc(C)o2)n2c(s/c(=C/c3ccccc3)c2=O)=N1 (stereo not given)	-32	4	0	-1.3	-21	1	-1.8	-2	21
Cc1nn(C)cc1CNC(=O)c1cccc(Br)c1	-1	15	1	0.0	8	17	-0.4	0	11
O=C(O)CCOc1ccc2c(c1)OCCO2	1	16	-5	-0.2	-2	5	-0.9	-1	16&17
COP1(=O)C=C[C@H](N(Cc2ccccc2)S(=O)(=O)c2ccccc2[N+](=O)[O-])[C@@H](C)O1 (stereo not given in full)	2	26	2	-0.1	3	10	0.3	·	9
COc1ccccc1-n1c(CNC(=O)c2cccc([N+](=O)[O-])c2C)n[nH]c1=S	-7	15	-1	3.4	12	7	0.7	2	7
Cc1ccc(-c2cc(C(=O)NCCCn3ccnc3)c3cc(Br)ccc3n2)o1	-15	-6	-2	0.2	7	10	-0.9	-1	26
CCOC(=O)N1CCN(C(=O)c2ccc3nc4ccsc4c(=O)n3c2)CC1	-24	22	11	1.8	5	20	1.3	-2	·
CCc1nc(OCc2ccccc2)c2sc3nc4c(cc3c2n1)COC(C)(C)C4	-13	-31	2	0.1	-20	13	-3.0	-2	8
O=C(NC12CC3CC(CC(C3)C1)C2)c1cnccn1	0	-9	-1	-0.3	23	4	-0.8	1	12
CCC(C)NC(=O)CSC1=Nc2ccccc2C2=NC(CC(=O)NCc3ccccc3)C(=O)N12 (stereo not given)	-8	40	2	1.1	20	6	0.1	0	10
CCCCCCn1c(=O)[nH]c2c(c1=O)CCC2	-5	-1	-3	0.1	-1	-4	3.2	4	8
C/C(=N/NC(=O)c1cn(-c2cccc(C)n2)cn1)c1ccc(C)cc1	-4	66	3	0.6	26	10	-1.4	2	5
Going on with the list.
SMILES	Tb hexokinase	CHOP inhibitor	FXIa inh 1536	L929 necroptosis	PPC-1+TRAIL kill	FXIIa inh	TNF death inh	Wee1 stabilizer	EP2 antag
O=C(N/C=N/OCc1ccc(Cl)cc1Cl)NOCc1ncc(C(F)(F)F)cc1Cl	10	95*	4	0.4	22	19	-0.4	4	5
O=C(O)COc1nsnc1N1CCOCC1	-5	10	1	-1.0	-9	14	-0.6	6	3
CCOC(=O)N1CCN(C(=O)c2ccc(C)c(S(=O)(=O)Nc3cccc(C)c3C)c2)CC1	2	7	-3	-0.2	22	7	-1.3	-1	4
O=C(N/N=C/c1cn(-c2ccccc2)nc1-c1cccs1)c1ccncc1	-19	1	3	1.1	23	3	1.4	-3	14
CC(=O)c1cccc(NC(=O)C2CCCN(S(=O)(=O)c3cccc4cccnc34)C2)c1 (stereo not given)	0	40	5	1.5	14	13	-8.1	-2	7
O=C(NCc1ccco1)NC(=O)c1csc([N+](=O)[O-])c1	-8	-2	-5	-0.3	7	1	0.5	-1	8
CC(C(=O)N1CCOCC1)(c1ccccc1)c1ccccc1	-3	24	10	0.2	-17	8	-1.8	-3	7
COc1cccc(NC(=O)N2CCC(n3nnc4ccccc43)CC2)c1	7	1	2	0.5	-6	9	0.6	-1	6
COCCOC(=O)C1=C(C)NC(=O)NC1c1c(F)cccc1Cl (stereo not given)	-6	41	3	0.0	3	10	-0.3	0	6
CCOC(=O)Nc1cc2c(C)cc(=O)oc2cc1C	-24	-1	1	0.7	11	12	-0.6	2	·
CCCCOc1ccc(Cl)cc1CSc1nnc(CC)n1N	1	4	5	0.1	8	6	-1.2	2	7
CCCCC(CC)C(=O)NCc1ccc(F)cc1 (stereo not given)	36	-5	1	0.0	20	9	4.4	2	6
CCn1c(SCC(=O)Nc2ccc(OC)cc2)nc2nc3c(cc2c1=O)CCCC3	-21	21	0	-0.2	25	6	1.9	-2	5
CC(C)N1CCc2c(sc(NC(=O)c3ccc(S(=O)(=O)N4CCc5ccccc54)cc3)c2C(N)=O)C1	-22	-10	3	1.4	-3	13	-4.2	-1	11
O=[N+]([O-])c1ccc(N/N=C2/CCCCC2c2ccccn2)cc1 (stereo not given)	-8	10	7	-0.8	16	1	-0.3	1	18
COCCn1c(SCC(=O)N2CC(=O)Nc3ccccc32)nc2ccccc21	35	5	3	-0.1	29	4	2.1	-2	5
O=C(COC(=O)c1cc(Br)ccc1Cl)NC(=O)NCc1ccccc1	4	-6	10	-0.3	4	13	3.4	-2	9
COc1ccc(-c2nnc(SCCOc3cccc(C)c3)n2N)cc1	0	-2	-5	1.7	14	18	0.0	-1	12
COCCNC(=O)C1CC(c2cccc(OC)c2)=NO1 (stereo not given)	35	12	2	-0.3	17	14	0.0	0	7
O=C(N/N=C/c1cn(-c2ccccc2)nc1-c1ccc(F)cc1)c1ccc(Br)o1	7	5	4	0.2	13	10	-12	-2	8
O=C(Nc1ccccc1F)C1C2C=CC3(O2)C1C(=O)N(c1cccnc1)C3C(=O)NC1CCCCC1 (stereo not given)	-4	0	2	0.1	4	20	0.4	6	11
O=C(CSCc1cnn(-c2ccccc2)c1-n1cccc1)NCc1ccccn1	-1	9	-1	-1.2	1	9	0.9	-2	2

Reformatted with values under each structure: entries from further up.
Each structure is followed by: Tb hexokinase, CHOP inhibitor, FXIa inh 1536, L929 necroptosis, PPC-1+TRAIL kill, FXIIa inh, TNF death inh, Wee1 stabilizer, EP2 antag
COCCNC(=O)C1CC(c2cccc(OC)c2)=NO1 (stereo not given)
 : 35, 12, 2, -0.3, 17, 14, 0.0, 0, 7
CCOC(=O)N1CCN(C(=O)c2ccc(C)c(S(=O)(=O)Nc3cccc(C)c3C)c2)CC1
 : 2, 7, -3, -0.2, 22, 7, -1.3, -1, 4
CCn1c(SCC(=O)Nc2ccc(OC)cc2)nc2nc3c(cc2c1=O)CCCC3
 : -21, 21, 0, -0.2, 25, 6, 1.9, -2, 5
CCCCC(CC)C(=O)NCc1ccc(F)cc1 (stereo not given)
 : 36, -5, 1, 0.0, 20, 9, 4.4, 2, 6
